Menin MLL FP TR: displaces Texas Red mutant MLL peptide from human menin. O00255. Potency, µM (titrated, usually from 61.6 µM), for inactives: at the highest dose FP activity change, negative = inhibition, actives largely listed as inhibitors. Menin + Texas Red MLL mutant peptide, fluorescence polarization. actives 0.23% (n = 270,000); active = well fitted inhibition curve with a large enough effect in the polarisation, with a control signal flat, not every such curve was filed as active; inconclusive = small, poorly fitted or top-dose-only effect, or effect the other way, or a change in a side signal; inactive = no such curve, though single readings can be large or run the other way; the % refers to the polarisation; note: potency is the fitted concentration of half-maximal effect; % of control where 0% means no effect; many of its hits are not listed in these tables
Chronic BCR inh: blocks chronic active B-cell receptor signaling | Potency, µM (highest dose often 46.1 µM), for inactives: at the highest dose ratio change, negative = lower green/red ratio, actives largely listed as inhibitors | AID 493014 | actives 0.05% (n = 340,000) | ABC-DLBCL IkBa-CBG/CBR reporter, luminescence ratio, 4 h; active = well fitted inhibition curve with a large enough effect in the signal ratio, with a control signal flat, not every such curve was filed as active; inconclusive = small, poorly fitted or top-dose-only effect, or effect the other way, or a change in a side signal; the % refers to the signal ratio;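 note: potency is the fitted concentration of half-maximal effect; plate controls were basal doxycycline-induced cells for no effect and cells given 10 µM MG132 for full effect; MG132 reads +100%, hits lower the ratio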
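TMD8 ABC-DLBCL cells carrying doxycycline-inducible green luciferase fused to IkappaBalpha plus unfused red luciferase were exposed to compounds (up to 46 uM) for 4 hrs at 37C. Activity came from the overlap-corrected green/red luminescence ratio.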
PKM2 act: increases activity of human pyruvate kinase M2. actives 0.34% (n = 260,000). AID 1631. Potency, µM (top dose mostly 57.5 µM), without a hit: top-dose activation, hits mostly activators. purified PKM2, Kinase-Glo ATP luminescence, activation; response scale: 0% is enzyme alone, no compound; note: potency is the fitted concentration of half-maximal effect; % is set by controls: 0 for no effect and ±100 for the full control effect; nearly all actives have a fitted effect of over 55% in size
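ATP formation by purified human PK-M2, quantified via coupled luciferase luminescence after 1 h at room temperature with 0.1 mM ADP and 0.5 mM PEP final.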
MBNL1 CUG block: blocks human MBNL1 binding to CUG repeat RNA; Q9NR56; Potency, µM (titrated, usually from 57.5 µM), inactives show at the top dose activity change, negative = inhibition, hits mostly inhibitors; actives 0.036% (n = 280,000); TR-FRET MBNL1-His/biotin-(CUG)12 binding, 665/545 ratio; AID 2675; active = well fitted inhibition curve with a large enough effect in the signal ratio, with a control signal flat, not every such curve was filed as active; inconclusive = small, poorly fitted or top-dose-only effect, or effect the other way, or a change in a side signal; inactive = no such curve, though single readings can be large or run the other way; the % refers to the signal ratio; note: potency is the fitted concentration of half-maximal effect; % is set by controls: 0 for no effect and ±100 for the full control effect
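TR-FRET readout: Ex 340 nm, 665/545 nm emission ratio, normalized to buffer-only (basal) and MBNL1-(CUG)12 controls. Complex of MBNL1-His with Biotin-(CUG)12, compounds 92 nM–58 uM, incubated 60 min at room temperature.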
Eya2 inh: blocks the phosphatase activity of human Eya2 | recombinant Eya2, OMFP fluorescence dephosphorylation (OMFP is methylfluorescein phosphate) | Potency, µM (highest dose often 76.9 µM), for inactives: at the top dose activity, negative = inhibition, usual class: inhibitors | actives 0.006% (n = 330,000) | AID 488837; note: potency is the fitted concentration of half-maximal effect; % is set by controls: 0 for no effect and ±100 for the full control effect
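Eya2 (0.2 uM) preincubated 10 min at ambient with compound, then OMFP substrate added at 50 uM; 10 min reaction in 50 mM HEPES pH 7.5, 50 mM NaCl, 5 uM MgCl2, 0.05% BSA, 1 mM DTT. Fluorescence read at Ex 485/Em 525 nm.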
GALK inhibitor: galactokinase (human) inhibition | P51570 | Purified GALK, Kinase-Glo residual ATP luminescence | Potency, µM (highest dose often 57.5 µM), inactives show at the top dose activity change, negative = inhibition, actives largely listed as inhibitors | actives 0.007% (n = 270,000) | AID 1868; note: potency is the fitted concentration of half-maximal effect; % is set by controls: 0 for no effect and ±100 for the full control effect
Target sequence (P51570 whole entry, looked up): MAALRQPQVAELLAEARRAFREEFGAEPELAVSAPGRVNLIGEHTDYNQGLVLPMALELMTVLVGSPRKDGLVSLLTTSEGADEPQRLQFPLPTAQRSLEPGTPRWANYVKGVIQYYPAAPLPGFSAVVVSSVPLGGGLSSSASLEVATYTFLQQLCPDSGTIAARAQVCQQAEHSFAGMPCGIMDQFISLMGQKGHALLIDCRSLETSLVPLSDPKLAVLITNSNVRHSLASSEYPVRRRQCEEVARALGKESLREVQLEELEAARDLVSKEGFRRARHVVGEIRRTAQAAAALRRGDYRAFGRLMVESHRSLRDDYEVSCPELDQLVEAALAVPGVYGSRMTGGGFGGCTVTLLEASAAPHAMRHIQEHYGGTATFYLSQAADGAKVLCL
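Luminescence from leftover ATP (Ultra-Glo luciferase/luciferin) served as read-out after a 1 h room-temperature reaction of 5 nM GALK with 35 uM ATP and 100 uM galactose.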
USP2a block: USP2a (human) protease inhibition. actives 0.01% (n = 330,000). Potency, µM (top dose mostly 38.3 µM), for inactives: at the top dose activity change, negative = inhibition, usual class: inhibitors. O75604. USP2 core, Ub-CHOP2 coupled fluorogenic reporter, 485/531. AID 463254;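 note: potency is the fitted concentration of half-maximal effect; plate controls were DMSO wells for no effect and full inhibition by NEM control for full effect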
Target sequence (O75604 whole entry, looked up): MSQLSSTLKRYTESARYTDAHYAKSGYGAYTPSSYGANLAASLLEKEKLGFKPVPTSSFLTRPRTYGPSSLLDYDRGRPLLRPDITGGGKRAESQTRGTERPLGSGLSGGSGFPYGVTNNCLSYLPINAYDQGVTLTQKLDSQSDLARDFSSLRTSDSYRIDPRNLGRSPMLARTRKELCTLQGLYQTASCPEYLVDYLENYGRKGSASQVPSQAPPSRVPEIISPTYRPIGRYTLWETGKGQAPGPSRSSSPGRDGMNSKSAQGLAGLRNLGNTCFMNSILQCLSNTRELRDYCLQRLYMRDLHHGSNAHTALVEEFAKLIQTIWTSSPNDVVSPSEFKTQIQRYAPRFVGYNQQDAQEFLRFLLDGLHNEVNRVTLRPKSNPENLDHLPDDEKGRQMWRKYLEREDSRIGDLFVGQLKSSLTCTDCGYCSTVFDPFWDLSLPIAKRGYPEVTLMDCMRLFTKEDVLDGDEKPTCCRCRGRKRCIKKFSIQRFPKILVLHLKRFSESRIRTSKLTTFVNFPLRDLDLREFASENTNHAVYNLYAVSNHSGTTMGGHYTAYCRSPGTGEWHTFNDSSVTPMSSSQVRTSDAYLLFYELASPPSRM
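USP2 core (10nM final) preincubated 30min RT with compound in 20mM Tris-HCl pH 8.0, 2mM CaCl2, 2mM beta-mercaptoethanol, 0.05% CHAPS; 25nM Ub-CHOP2 plus 25nM reporter substrate added, fluorescence (Ex485/Em531) read after 60min.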
TSHR antag: human thyrotropin receptor antagonism; TSHR-expressing cells, TSH-stimulated cAMP HTRF, 2 h; hits give low values; activity change, negative = inhibition, % at 11.5 µM; actives 0.2% (n = 330,000); AID 504810;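 active = activity change below a set negative limit, meaning inhibition stronger than a set level, cut at about -70% in these data; inconclusive = activity change between two set negative limits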; note: % is set by controls: 0 for no effect and ±100 for the full control effect
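TSHR-expressing cells, 200/well, pre-treated with compound, then stimulated with EC80 TSH (4nM final) for 2 hours at 37 deg C. cAMP measured by competitive HTRF: anti-cAMP cryptate antibody in lysis buffer plus cAMP-d2, read after 30 minutes at room temperature.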
Mito fusion yeast: mitochondrial division inhibition or fusion activation; S. cerevisiae fusion-defective mutant growth rescue, CellTiterGlo 48 h; Potency, µM (series often up to 46.1 µM), for the others: top-dose growth rescue (activation), usual class: activators; actives 0.23% (n = 320,000);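 note: potency is the fitted concentration of half-maximal effect; % of control where 0% means no effect; nearly all actives have a fitted effect of over 45% in size; temperature-sensitive fusion mutants such as fzo1-1 at 37 °C on non-fermentable ethanol glycerol medium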
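Yeast fusion mutant, YPEG (non-fermentable carbon), compound, 48 h at 37C non-permissive; CellTiterGlo added, 10 min RT, luminescence read. Rescued growth = division inhibition.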
ASM inhibitor: inhibitors of human secretory acid sphingomyelinase; placental ASM, HMU-PC fluorogenic substrate, 60 min; Potency, µM (top dose mostly 57.5 µM), without a hit: at the highest dose activity change, negative = inhibition, actives largely listed as inhibitors; actives 0.006% (n = 340,000); note: potency is the fitted concentration of half-maximal effect
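Human placenta-derived ASM preincubated with compound 10 min at room temperature, then reacted with 9 uM (final) fluorogenic HMU-PC substrate for 60 min at 37 C. Stop solution raises pH to 10; fluorescence read at Ex 386/Em 447 nm.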
hERG WT inh: inhibitors of human wildtype KCNH2 potassium channel; U2OS, BacMam KCNH2, thallium flux FluxOr; hits give low values; activity change, % at 1.84 µM; actives 0.37% (n = 340,000);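 active = maximum activity change below -70%; inconclusive = maximum activity change between -70% and -50%; inactive = maximum activity change above -50%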; note: % is set by controls: 0 for no effect and ±100 for the full control effect
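U2OS cells transduced with wild-type KCNH2 virus are loaded with FluxOr dye for 45 min, and thallium flux is measured in kinetic reads before and after stimulation buffer. Rate constants are normalized to DMSO controls.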
Numbers without * were called inactive; ? = inconclusive; · = no result given; [ ] = another dose, or the depositor's remark. Unless noted, calls come from the whole dose curve; as a rule, active = well fitted curve in the direction sought with a large enough effect; inconclusive = small, poorly fitted or top-dose-only effect, or another doubt; inactive = no such curve, though single readings can be large; an effect the other way counts as inactive or inconclusive. The list is partial; count on the stated rates, not on these rows.

Below each SMILES – Menin MLL FP TR | Chronic BCR inh | PKM2 act | MBNL1 CUG block | Eya2 inh | GALK inhibitor | USP2a block | TSHR antag | Mito fusion yeast | ASM inhibitor | hERG WT inh
CC(=O)Nc1ccc(/C=C(\C#N)C(=O)NC2CCCCC2)cc1
    -22% | 3% | -15% | 9% | 3% | 1% | 3% | -1 | -1% | -2% | 0
COc1cc(C=O)ccc1Oc1nnnn1-c1ccccc1
    · | 2% | 1% | -4% | 12% | 0% | 2% | 8 | -1% | 5% | -2
Cn1c2ccccc2c(=O)c2c(=O)n(-c3ccc(F)cc3)c(-c3cccs3)nc21
    · | ? | -11% | 300%[activator] | 8% | 2% | -1% | 29 | -1% | 8% | -5
CCN(CC)c1ccc(NC(=O)c2cnccn2)cc1S(=O)(=O)Nc1ccc(OC)cc1
    ? | -4% | -1% | · | -5% | -2% | -4% | 1 | 25% | -7% | -9
COc1ccc(Nc2sc(C(=O)c3ccc(Cl)cc3)c(N)c2C(=O)Nc2ccccc2OC)cc1
    · | 2% | 5% | 7% | 6% | -3% | 2% | 1 | 9% | -12% | -1
Cn1c(CCNC(=O)C2CCCCC2)nc2cc([N+](=O)[O-])ccc21
    4% | 0% | ? | ? | -4% | 0% | -1% | 4 | 1% | 0% | -8
CC(NC(=O)COC(=O)CCc1nc(=O)c2ccccc2n1C)c1ccccc1 (configuration not stated)
    -1% | 0% | -1% | 2% | 8% | 1% | 2% | 3 | 24% | 0% | 2
Nc1ncnc(N(c2ccccc2)C2CCCCC2)c1[N+](=O)[O-]
    ? | 5% | 8% | -16% | 4% | -4% | -1% | -18 | 23% | 1% | -14
CN(C)C(=O)c1ccc(NC(=O)COC(=O)c2cc(S(=O)(=O)N(C)C)ccc2N2CCCC2)cc1
    · | ? | · | · | 4% | · | 0% | · | -8% | 6% | -1
O=C(Nc1cccc(S(=O)(=O)N2CCOCC2)c1)C1CC1
    · | 0% | · | · | -18% | · | -1% | · | · | 5% | -8
CCc1nnc(NC(=O)[C@@H](NC(=O)c2cccc(S(=O)(=O)N(CC)CC)c2)C(C)C)s1
    · | 2% | -3% | -6% | 5% | 1% | -14% | 19 | ? | -1% | -5
Cc1ccc(COC(=O)c2cc(S(=O)(=O)N3CCCCC3)ccc2N2CCOCC2)cc1
    · | -6% | · | · | 24% | · | 1% | -14 | 18% | -1% | 9
O=[N+]([O-])c1ccc(CSc2ccc(-c3ccccn3)nn2)cc1
    1% | -2% | 3% | 15% | 4% | 0% | 3% | -11 | 0% | 4% | 1
CCS(=O)(=O)N1CCC(C(=O)NCCC2=CCCCC2)CC1
    -5% | 0% | 1% | 12% | 16% | 2% | 1% | 6 | 6% | 2% | -1
CCn1cc(C(=O)O)c(=O)c2cc(S(=O)(=O)N(C)C)ccc21
    3% | 1% | -2% | -5% | -2% | -1% | 3% | 14 | -3% | 5% | 1
COc1ccc2nc(C)c3cc(C)oc3c2c1
    -17% | ? | -10% | -8% | -13% | 0% | 3% | -2 | -7% | 4% | -2
CCC[N+]1(CC#CC2(O)CCCCC2)CCOCC1
    0% | ? | 1% | -2% | 10% | 0% | 2% | 5 | 10% | 3% | -8
COc1ccc(-c2nc3ccccc3c(=O)o2)cc1OC
    -2% | ? | -9% | 4% | 10% | -1% | -4% | -7 | 0% | 31% | 3
Nc1c(C(=O)NCc2cccs2)nnn1CC(=O)Nc1cccc(Cl)c1
    15% | 1% | -1% | -5% | 0% | -2% | 3% | -15 | -5% | 0% | 1
COc1ccc(C=O)cc1Cn1ccnc1
    6% | -4% | -3% | 2% | 2% | -3% | 0% | -6 | 3% | 23% | 1
Cc1cc2cccc(C)c2nc1SCC(=O)NNC(=O)c1ccco1
    -20% | -7% | -5% | 0% | 18% | 10% | 0% | -4 | 5% | -2% | -4
CSc1ccccc1NC(=S)Nc1ccccc1C(F)(F)F
    · | -1% | -4% | -2% | 2% | 1% | 2% | 2 | -4% | -2% | 13
Cc1ccc(C(CCN(Cc2ccccc2)C(=O)c2ccco2)c2ccco2)cc1 (configuration not stated)
    9% | -5% | ? | 7% | -2% | 1% | -19% | 0 | 12% | -12% | -3
COc1ccc(/C=N/NC(=O)c2ccc(COc3cccc4cccnc34)cc2)cc1O
    · | ? | 1% | 10% | -9% | -4% | 4% | -5 | 18% | -11% | 1
CC(C)Oc1ccc(C(=O)N/N=C/c2ccc(-c3ccc(S(=O)(=O)Nc4ncccn4)cc3)o2)cc1
    14% | ? | -2% | ? | -3% | -9% | 0% | -12 | -1% | 275%[activator] | 0
COC(=O)C1C2C=CC3(CN(C(C)C)C(=O)C13)O2 (configuration not stated)
    9%[11.7 µM] | 4% | 3% | 8% | 0% | 2% | 0% | -4 | -2% | 5% | 4
N#Cc1ccc(OCC(=O)NCC2(N3CCCCC3)CCCCC2)cc1
    -14% | 0% | 6% | · | 7% | 2% | 2% | -10 | -2% | 7% | 58
N/C(=N\OC(=O)c1ccccc1[N+](=O)[O-])c1cccnc1
    -10% | -4% | -11% | ? | -9% | 3% | -1% | 1 | 2% | 0% | -8
CSCCC(NC(=O)c1ccco1)c1nc2ccccc2[nH]1 (configuration not stated)
    · | -1% | · | -4% | 3% | -2% | 2% | 10 | 0% | 7% | -1
CCc1ccc(NC(=S)N(CCN(C)C)C(C)c2ccncc2)cc1 (configuration not stated)
    -12% | 1% | 6% | -3% | -3% | -1% | -1% | 2 | 2% | -1% | 1

Additional records follow.
Below each SMILES – Menin MLL FP TR | Chronic BCR inh | PKM2 act | MBNL1 CUG block | Eya2 inh | GALK inhibitor | USP2a block | TSHR antag | Mito fusion yeast | ASM inhibitor | hERG WT inh
Cc1cc(C(=O)Cn2c(CO)nc3ccccc32)c(C)n1C
    · | 6% | 2% | · | -6% | -2% | 3% | -2 | -3% | 6% | -3
COc1ccccc1N=Nc1c(C)[nH]n(-c2ccccc2)c1=O
    -2% | 0% | -13% | 2% | 8% | 7% | 0% | 1 | -1% | -4% | -15
O=C(Nc1ccc(Cl)c(C(=O)N2CCOCC2)c1)c1ccccc1
    19% | -1% | 5% | 2% | 1% | -3% | 3% | -8 | -2% | -3% | -1
COc1ccc(NC(=O)CCS(=O)(=O)c2ccc3c(c2)CCCN3C(C)=O)cc1
    -4% | 2% | 2% | -5% | 3% | -2% | 1% | 7 | -1% | -3% | -3
Cc1ccccc1C(=O)N=c1sccn1C
    2% | 0% | -6% | -2% | -4% | 1% | 0% | 13 | 1% | -1% | 4
Cc1cccc(C(=O)NCCCNC(=O)c2ccco2)c1
    -9% | 1% | · | -7% | -4% | 5% | 1% | -4 | -11% | 6% | 11
CC(C)c1ccc(S(=O)(=O)N2CCN(C(=O)C3CCN(C(=O)c4ccc(F)cc4)CC3)CC2)cc1
    · | 0% | 0% | 0% | -2% | -5% | 1% | 11 | 3% | -2% | 4

Record cards, as listed above:
COc1ccc(NC(=O)CCS(=O)(=O)c2ccc3c(c2)CCCN3C(C)=O)cc1 in the list: Menin MLL FP TR = -4%; Chronic BCR inh = 2%; PKM2 act = 2%; MBNL1 CUG block = -5%; Eya2 inh = 3%; GALK inhibitor = -2%; USP2a block = 1%; TSHR antag = 7; Mito fusion yeast = -1%; ASM inhibitor = -3%; hERG WT inh = -3
COc1ccccc1N=Nc1c(C)[nH]n(-c2ccccc2)c1=O in the list: Menin MLL FP TR = -2%; Chronic BCR inh = 0%; PKM2 act = -13%; MBNL1 CUG block = 2%; Eya2 inh = 8%; GALK inhibitor = 7%; USP2a block = 0%; TSHR antag = 1; Mito fusion yeast = -1%; ASM inhibitor = -4%; hERG WT inh = -15
